BRCA1 expr up – activators of BRCA1 expression; MCF7-BRCA1-FFLuc reporter, luminescence, 48 h; response scale: scaled: vehicle 0%, 10 µM genistein 100%; Potency, µM (highest dose often 46.1 µM), without a hit: at the top dose activation, actives largely listed as activators; hit rate 1.1% among 380,000; AID 624202; also: potency is read from the fitted curve at half-maximal effect; nearly all actives have a fitted effect of over 80% in size; some results filed as inactive show a strong effect at the top dose
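MCF7 cells carrying a BRCA1-firefly luciferase reporter (2000 cells/well, phenol-red free MEM) were attached for 2 h at 37 °C, then given compounds for 48 h. Luminescence was read 15 min after luciferase reagent; activity normalized to genistein (10 microM) and DMSO.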
CXXC DNA block – MLL CXXC-DNA interaction inhibition | Q03164 | MLL-CXXC / FITC-HOXA9 DNA fluorescence polarization | Potency, µM (doses to about 115 µM), for inactives: top-dose activity change, negative = inhibition, most hits filed as inhibitors | hit rate 0.037% among 290,000; active = well fitted inhibition curve with a large enough effect in the polarisation, with a control signal flat, not every such curve was filed as active; inconclusive = small, poorly fitted or top-dose-only effect, or effect the other way, or a change in a side signal; inactive = no such curve, though single readings can be large or run the other way; the % refers to the polarisation; also: potency is read from the fitted curve at half-maximal effect
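Fluorescence polarization: 7 uM MLL-CXXC (stock) preincubated 5 min with compounds, then 50 nM fluorescein-HOX-A9 DNA (stock) added; 30 min ambient. Buffer 50 mM Tris-HCl pH 7.5, 50 mM NaCl, 1 mM DTT, 0.05% BSA.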
p53 reactivation – mutant p53 re-activation in reporter cells; Potency, µM (titrated, usually from 92.2 µM), inactives show at the top dose activity change, positive = activation, most hits filed as activators; H1299 p53-A138V BP100-luciferase reporter, luminescence, 24 h; hit rate 0.063% among 320,000; AID 504706; also: potency is read from the fitted curve at half-maximal effect; % of control where 0% means no effect; nearly all actives have a fitted effect of over 45% in size
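H1299 (p53-null), stable ts p53-A138V + BP100-Luc; 1000 cells/well, Opti-MEM/10% FBS; cpd 4 pt, 1:5; 24 h, 37 deg C, 5% CO2; detection reagent 10 min RT; luminescence.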
a7 integrin act – activators of alpha7 integrin expression for muscular dystrophy. hit rate 0.064% among 350,000. alpha7betagal myoblasts, beta-gal FDG fluorescence, 48 h. Potency, µM (highest dose often 38.3 µM), for inactives: at the top dose activation, actives largely listed as activators. AID 624291;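 also: potency is read from the fitted curve at half-maximal effect; 100% = response of the positive control SU9516; nearly all actives have a fitted effect of over 60% in size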
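alpha7betagal+/- myoblasts (passage 13, 250/well) treated 48 h at 37C with compounds at 1:260 dilution of DMSO stock. Lysed, then beta-galactosidase activity read as FDG fluorescence (ex 480/em 540) after 30 min, with pre-read for autofluorescence.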
TRPV1 ag – human TRPV1 agonism; Q8NER1; TRPV1-expressing cells, Fluo-8 calcium influx, agonist mode; activation, % at 8.33 µM; hit rate 0.19% among 320,000; AID 540275; in the data active = activation above about 80%; inconclusive = between about 30% and that limit; also: 0% is about no effect
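TRPV1-expressing cells were cultured overnight at 35.5C and loaded with Fluo-8 calcium dye for 40 to 90 min at room temperature. After a 10 s baseline, compound was added and calcium influx was read kinetically for 3 min (ex 480/em 520 nm).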
PTAP TSG101 blk – blocks PTAP/TSG101 interaction to inhibit HIV-1 budding | Q99816 | Fluorescence polarization, FITC-PTAP peptide / Tsg101 binding | Potency, µM (top dose mostly 115 µM), inactives show top-dose activity change, negative = inhibition, most hits filed as inhibitors | 340,000 tested, under 10 active; active = well fitted inhibition curve with a large enough effect in the main read-out, with a control signal flat, not every such curve was filed as active; inconclusive = small, poorly fitted or top-dose-only effect, or effect the other way, or a change in a side signal; inactive = no such curve, though single readings can be large or run the other way; also: potency is read from the fitted curve at half-maximal effect; % of control where 0% means no effect
Target sequence (Q99816 whole entry, looked up): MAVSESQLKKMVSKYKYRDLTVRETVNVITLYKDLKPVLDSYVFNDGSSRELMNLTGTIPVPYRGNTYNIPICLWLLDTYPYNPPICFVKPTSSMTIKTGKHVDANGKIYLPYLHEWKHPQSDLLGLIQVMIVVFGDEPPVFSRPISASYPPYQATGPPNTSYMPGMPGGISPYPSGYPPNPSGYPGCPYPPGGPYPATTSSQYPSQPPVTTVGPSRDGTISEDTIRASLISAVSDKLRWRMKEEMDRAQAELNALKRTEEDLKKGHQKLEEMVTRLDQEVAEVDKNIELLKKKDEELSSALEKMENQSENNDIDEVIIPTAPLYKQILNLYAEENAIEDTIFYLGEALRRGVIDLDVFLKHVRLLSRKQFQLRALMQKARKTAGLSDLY
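Tsg101 binding domain (10 uM final) was mixed with compound and a FITC-labeled PTAP peptide (50 nM final) in HEPES pH 7.5 buffer with NaCl, Tween 20, EDTA and TCEP; fluorescence polarization was read after 20 min at r.t.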
ELG1 DNA repair – ELG1-dependent DNA repair inhibition; HEK293T ELG1-luciferase reporter, luminescence, 16 h; DNA damage induced by 5-fluorouridine; Potency, µM (series often up to 46.1 µM), without a hit: at the top dose activity change, negative = inhibition, most hits filed as inhibitors; hit rate 2.3% among 330,000; also: potency is read from the fitted curve at half-maximal effect; % is scaled to controls: 0 for no effect and ±100 for the full control effect; nearly all actives have a fitted effect of over 55% in size
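In this reporter screen, reduction of luminescence relative to DMSO vehicle indicated activity. Compounds and 5-fluorouridine were added together to 2,000 cells per well, incubated for 16 hr at 37 °C, then developed with ONE-Glo.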
TCR activator – T cell receptor activation. primary human leukocytes, anti-CD3, IL-2 HTRF, 48 h. AID 504894. Potency, µM (doses to about 9.22 µM), without a hit: at the top dose activation of IL-2 secretion, usual class: activators. 330,000 tested, under 10 active; also: % of control where 0% means no effect
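1) Mix primary human leukocytes, a-CD3 beads and compound. 2) Incubate 48 hr. 3) Add HTRF IL-2 reagents (a-IL-2-K, a-IL-2-d2).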
B2AR arrestin – beta2AR (human) beta-arrestin recruitment activity. P07550. beta-arrestin recruitment to beta2AR, cell-based reporter. Potency, µM (highest dose often 46.1 µM), for inactives: at the top dose activation, usual class: activators. hit rate 0.02% among 330,000. AID 492947;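 also: potency is read from the fitted curve at half-maximal effect; 0% = DMSO controls and full agonism = EC100 isoproterenol or metaproterenol; nearly all actives have a fitted effect of over 65% in size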
Target sequence (P07550 whole entry, looked up): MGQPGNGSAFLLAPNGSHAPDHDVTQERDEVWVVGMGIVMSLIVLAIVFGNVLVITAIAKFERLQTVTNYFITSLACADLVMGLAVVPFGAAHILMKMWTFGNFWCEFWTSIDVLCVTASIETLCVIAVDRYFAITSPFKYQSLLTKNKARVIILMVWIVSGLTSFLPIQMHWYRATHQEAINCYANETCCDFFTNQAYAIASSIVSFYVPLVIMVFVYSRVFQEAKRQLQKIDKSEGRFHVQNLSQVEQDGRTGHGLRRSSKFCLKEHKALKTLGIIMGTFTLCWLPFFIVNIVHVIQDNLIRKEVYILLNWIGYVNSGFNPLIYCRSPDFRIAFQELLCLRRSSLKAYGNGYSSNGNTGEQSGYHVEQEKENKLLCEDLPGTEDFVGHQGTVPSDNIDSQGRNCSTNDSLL
AT treatment – potential ataxia-telangiectasia treatments restoring KAP-1 phosphorylation; […] A-T fibroblasts, KAP-1 phosphorylation AlphaLISA; neocarzinostatin DNA damage 30 min before lysis; Potency, µM (titrated, usually from 57.5 µM), inactives show top-dose activation, most hits filed as activators; hit rate 0.19% among 320,000; AID 485349; also: potency is read from the fitted curve at half-maximal effect; % of control where 0% means no effect; nearly all actives have a fitted effect of over 45% in size
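ATM-like activity read as KAP-1 phosphorylation via AlphaLISA donor/acceptor antibody pairs after lysis and 6 hr at 25C. Cells were ATM-null patient fibroblasts ([…], hTERT), dosed 60 min, then exposed to the DSB inducer NCS for 30 min.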
* = called active by the depositor; ? = inconclusive; / = not tested or not shown; [ ] = another dose, or the depositor's remark. Unless noted, calls follow the shape of the dose curve; as a rule, active = well fitted curve in the direction sought with a large enough effect; inconclusive = small, poorly fitted or top-dose-only effect, or another doubt; inactive = no such curve, though single readings can be large; an effect the other way counts as inactive or inconclusive. Rows were taken by chance, and some 3.8% of all compounds hit somewhere here.

entry	Structure	BRCA1 expr up	CXXC DNA block	p53 reactivation	a7 integrin act	TRPV1 ag	PTAP TSG101 blk	ELG1 DNA repair	TCR activator	B2AR arrestin	AT treatment
1	CCN(CC)S(=O)(=O)c1cccc(-c2n[nH]c(=S)n2C)c1	-1%	7%	-1%	-1%	11	1%	1%	6%	-0.1%	1%
2	CCOC(=O)c1sc(NC(=O)CSc2nc3c(c(-c4ccc(OC)cc4)c2C#N)CCCC3)c(C#N)c1C	2%	24%	4%	5%	1	0%	0%	-4%	-0.4%	-9%
3	O=C(CSc1ccc(Br)cc1)NC1CCS(=O)(=O)C1 (configuration not stated)	-4%	/	4%	7%	5	0%	19%	-4%	0.0%	3%
4	O=C(Nc1nnc(COc2ccc(Cl)cc2)s1)C1CCCO1 (configuration not stated)	46%	-1%	-5%	23%	?	-2%	17%	6%	0.0%	0%
5	O=C(O)c1cccc(NC(=S)N/N=C/c2ccccn2)c1	-49%[inhibitor]	-2%	-10%	17%	0	-3%	?	0%	0.0%	4%
6	C/C(=N\NC(=O)CC1N=C(Cc2ccccc2)NNC1=O)c1ccc(C)cc1 (configuration not stated)	-90%[inhibitor]	0%	1%	-17%	5	-5%	-12%	-1%	-1.2%	14%
7	Cn1ccc(NC(=O)Nc2ccc(Cl)cc2)n1	7.1µM*	26%	3%	0%	21	-2%	?	2%	-0.3%	-4%
8	C/C(=N\Nc1ccc(S(=O)(=O)N2CCOCC2)cc1[N+](=O)[O-])C(C)C	-4%	0%	-1%	-27%	24	0%	-29%	3%	0.3%	-28%
9	O=C(NC1CC2CCCC(C1)N2Cc1ccco1)NC12CC3CC(CC(C3)C1)C2 (configuration not stated)	-14%	3%	1%	20%	0	0%	-2%	-4%	0.1%	0%
10	CC(C)(C)CNC(=O)c1cccc2c1C(=O)c1ccc(-c3cc4ccccc4o3)cc1S2(=O)=O	-5%	/	9%	1%	/	6%	?	-4%	-0.2%	1%
11	O=C(CN1CCN(c2ccccc2)CC1)Nc1cccc([N+](=O)[O-])c1	7%	22%	7%	-8%	-4	-1%	11%	-5%	0.0%	-8%
12	O=C(NCc1ccccc1CN1CCCC1)c1cc2ccccc2o1	-38%	/	?	5%	7	-3%	-1%	3%	0.1%	0%

Sorted by length of the SMILES (smallest number first): 6 of the compounds above.
entry	Structure	BRCA1 expr up	CXXC DNA block	p53 reactivation	a7 integrin act	TRPV1 ag	PTAP TSG101 blk	ELG1 DNA repair	TCR activator	B2AR arrestin	AT treatment
4	O=C(Nc1nnc(COc2ccc(Cl)cc2)s1)C1CCCO1 (configuration not stated)	46%	-1%	-5%	23%	?	-2%	17%	6%	0.0%	0%
1	CCN(CC)S(=O)(=O)c1cccc(-c2n[nH]c(=S)n2C)c1	-1%	7%	-1%	-1%	11	1%	1%	6%	-0.1%	1%
11	O=C(CN1CCN(c2ccccc2)CC1)Nc1cccc([N+](=O)[O-])c1	7%	22%	7%	-8%	-4	-1%	11%	-5%	0.0%	-8%
8	C/C(=N\Nc1ccc(S(=O)(=O)N2CCOCC2)cc1[N+](=O)[O-])C(C)C	-4%	0%	-1%	-27%	24	0%	-29%	3%	0.3%	-28%
10	CC(C)(C)CNC(=O)c1cccc2c1C(=O)c1ccc(-c3cc4ccccc4o3)cc1S2(=O)=O	-5%	/	9%	1%	/	6%	?	-4%	-0.2%	1%
2	CCOC(=O)c1sc(NC(=O)CSc2nc3c(c(-c4ccc(OC)cc4)c2C#N)CCCC3)c(C#N)c1C	2%	24%	4%	5%	1	0%	0%	-4%	-0.4%	-9%

(more compounds)
entry	Structure	BRCA1 expr up	CXXC DNA block	p53 reactivation	a7 integrin act	TRPV1 ag	PTAP TSG101 blk	ELG1 DNA repair	TCR activator	B2AR arrestin	AT treatment
13	CN(CCO)S(=O)(=O)c1ccc2c(c1)C(=NNC(N)=O)c1cc(S(=O)(=O)N(C)CCO)ccc1-2	10%	-7%	-8%	44%	-3	6%	23%	5%	0.2%	-3%
14	O=C1c2ccccc2C(=O)N1CC(=O)N1c2ccccc2CCc2ccccc21	-27%	7%	-4%	4%	3	-1%	6%	0%	-0.4%	17%
15	COc1ccc(OC)c(/C=N/NC(=O)c2cc(-c3ccc(C)o3)nc3ccccc23)c1	0%	11%	-3%	-19%	-6	-2%	?	-5%[46.1 µM]	-0.4%	0%
16	O=C(NNC1=C(C(=O)C(F)(F)F)CCC1)c1cccnc1	23%	-7%	8%	15%	8	0%	-16%	2%	-0.9%	-4%
17	O=C(Nc1ccc(Br)cn1)c1cccc(-c2cc3ccccc3oc2=O)c1	-46%	-4%	?	-38%	12	-11%	?	-1%[46.1 µM]	-0.8%	5%
18	CC1Cc2ccccc2N1C(=O)CCS(=O)(=O)c1ccc2c(c1)NC(=O)CS2 (configuration not stated)	-9%	14%	-3%	5%	9	-6%	-11%	-1%	-0.5%	-9%
19	O=c1oc(-c2cc3ccccc3o2)nc2sc3c(c12)CCCC3	24%	3%	?	0%	13	-2%	?	/	0.0%	3%
20	COc1cc(/C=N/NC(=O)c2cccnc2)ccc1OCC(=O)Nc1c(C)cc(C)cc1C	-18%	5%	-11%	-8%	-1	1%	-12%	1%[46.1 µM]	-1.6%	5%
21	C/C(=N\NC(=O)c1cccnc1)c1ccc(C)c([N+](=O)[O-])c1	2%	18%	0%	-22%	1	0%	0%	4%	-0.2%	4%
22	O=C(CC1C(=O)NCCN1Cc1ccccn1)NCCc1ccccc1F (configuration not stated)	8%	2%	17%	-11%	-1	-7%	12%	-9%	-1.0%	4%
23	Cc1ccc(NC(=S)N2CCN(C(=O)c3ccccc3)CC2)c(C)c1	2%	-5%	14%	-22%	1	-11%	-3%	-6%	-0.2%	3%
24	CC[C@]12c3[nH]c4ccc(OC)cc4c3CCN1C(=O)C(CC(=O)NCCc1ccccn1)C[C@@H]2C(=O)N1CCN(C(=O)C2CC2)CC1 (some centres not stated)	2%	/	11%	-11%	/	-1%	?	-4%[46.1 µM]	-2.1%	3%
25	O=C(COc1ccc(Cl)cc1)NCc1nnc(SCC(=O)NCC2CCCO2)o1 (configuration not stated)	6%	3%	1%	?	-2	2%	-3%	6%	0.3%	2%
26	Cn1cc(CNC(=O)C2c3ccccc3Oc3ccccc32)cn1	-11%	5%	-3%	-3%	/	1%	-2%	-4%	-0.2%	2%
27	CCOCCCn1cnc2c([nH]c3cc(OC)ccc32)c1=O	49%	-1%	11%	9%	4	0%	15%	10%	0.5%	4%
28	COc1ccc(N2CCN(C(=S)Nc3ccc(C)cc3)CC2)cc1	-2%	4%	1%	6%	6	-6%	-8%	5%	-1.0%	-4%
29	COC(=O)c1cccc(NC(=O)CSc2nc(=O)cc(N)n2-c2ccccc2)c1	0%	23%	-2%	4%	1	3%	9%	0%	-1.1%	/
30	Cc1ccc(OCc2ccc(C(=O)Nc3nc4ccccc4n3C)o2)c([N+](=O)[O-])c1	-3%	1%	3%	14%	1	-2%	0%	-4%[46.1 µM]	-0.5%	8%
31	CCOC(=O)Cn1nnnc1C(CC)N(Cc1cc2ccc(C)cc2[nH]c1=O)C1CCCC1 (configuration not stated)	-26%	13%	-6%	4%	3	-5%	?	3%	0.0%	-2%
32	CCOC(=O)/C(C(=O)Nc1ccc(Br)cc1)=C1/NC(C)(C)Cc2ccccc21	80%	-1%	21%	5%	?	-1%	?	-2%[46.1 µM]	-1.7%	6%
33	CCOC(=O)c1c(-c2ccccc2)csc1NC(=O)CSc1nc(N)cc(N)n1	-51%	5%	-3%	-12%	12	-1%	-23%	3%[46.1 µM]	5.0%	-6%
34	NC(=O)c1ccccc1NC(=O)Nc1cccc2ccccc12	4%	4%	2%	-7%	?	-3%	?	2%	0.4%	4%
35	O=C(CCCl)N1CCN(c2nc(-c3ccccc3)cs2)CC1	?	-1%	-7%	-2%	?	0%	?	-1%	3.9%	-2%

Bioassay records deposited in PubChem BioAssay by National Center for Advancing Translational Sciences (NCATS).
